# ERK EGF inh – inhibitors of EGF-stimulated ERK signaling pathway. hit rate 0.41% among 130,000. HEK293-V1b, EGF-stimulated phospho-ERK AlphaScreen. AID 1454. Potency, µM (series often up to 11.5 µM), for the others: top-dose activity change, negative = inhibition, actives largely listed as inhibitors; active means well fitted inhibition curve with a large enough effect; inconclusive means small, poorly fitted or top-dose-only effect, or effect the other way;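 further: plate controls were stimulated vehicle wells for no effect and unstimulated vehicle basal for full effect; nearly all actives have a fitted effect of over 55% in size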
#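 After overnight plating in 1% FBS, HEK293-V1b cells received test compound for half an hour, then a 5 min pulse of EGF (25 nM); ERK phosphorylation in lysates was read by bead-based AlphaScreen.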
# * marks the source's active call; other numbers are inactive results; ? = inconclusive; & = joins results of further samples; [ ] = another dose, or the depositor's remark. Potency means the concentration at half of the fitted maximal effect. Only part of the results is shown (hit frequency here may not be typical).
SMILES,ERK EGF inh
OCC1(CCc2ccccc2)CCN(Cc2cc(F)ccc2-n2cccn2)CC1,-1%
CC(=O)Nc1ccc(S(=O)(=O)Oc2cccc(/C=C3\SC(N)=NC3=O)c2)cc1,0%
CCNc1ccc(C(=O)OCC(=O)c2cc(C)n(Cc3ccc4c(c3)OCO4)c2C)cc1[N+](=O)[O-],6%
CC(=O)Nc1cccc(NC(=O)CSc2nnnn2-c2ccc3c(c2)OCO3)c1,-2%[57.5 µM]
c1ccc2c(c1)OC(CCCN1CCCCC1)c1ccccc1S2 (stereo unspecified),-4%
CNc1nc(-c2cccs2)cc(C(F)(F)F)c1C#N,4%[57.5 µM]
CC(C)C(=O)N=c1sc2cccc(F)c2n1C,4%[57.5 µM]
CCCC(CCC)C(=O)NC1CCN(Cc2ccccc2)CC1,-5%
Cc1ccc(-n2c(-c3ccco3)nc3nc4ccccc4nc32)cc1,10%
O=S(=O)(c1cnc(Cl)c(Br)c1)N1CCCCCC1,3%
Cc1cc(C)nc(-n2cc(C(=O)c3cc(F)ccc3O)cn2)n1,6%
CCN1CCC[C@H]1CNC(=O)c1cc(S(N)(=O)=O)ccc1OC,4%
CCNC(=O)c1ccc2c(c1)C1C3CCC(C3)C1C(c1ccccc1)N2 (stereo unspecified),2%
Cc1ccc(C)c(SCC(=O)Nc2cccnc2Cl)c1,-5%
CCn1cc(C(=O)O)c(=O)c2cc3c(cc21)OCO3,0%
CC(=O)c1cccc(NC(=O)CN2C(=S)NC(C)(C)CC2C)c1 (stereo unspecified),3%
CCN1CCN(c2oc(/C=C/c3ccccc3)nc2C#N)CC1,-3%[57.5 µM]
Cc1cc2c(C)nc3ccccc3c2o1,7%
Fc1cc2[nH]c(=S)[nH]c2cc1Cl,5%[57.5 µM]
CCn1cc(C(=O)O)c(=O)c2cnc(N3CCCC3)nc21,-13%
Cc1cc(C)c(NC(=S)N2CCCC2C(=O)O)c(C)c1 (stereo unspecified),6%
COC(=O)[C@@H]1C[C@@]2(O)[C@H](O)[C@H](O)[C@H](O)C[C@H]2N1Cc1cc(F)ccc1F,-3%
CCCC(c1nnnn1Cc1cccs1)N1CCN(C)CC1 (stereo unspecified),-1%
COc1ccc(C(=O)COC(=O)CCC(=O)c2cccs2)cc1,-6%
Cc1cc(C(=O)N/N=C2\CC(=O)c3ccccc32)c(C)n1-c1ccc(F)cc1,-2%[57.5 µM]
COc1cc(/C=N/n2c(C)n[nH]c2=S)ccc1OCc1ccc(F)cc1,8%
CCOC(=O)Cn1cc(/C=C(\C#N)C(=O)N2CCOCC2)c2ccccc21,-20%[57.5 µM]
Cc1ccc(NC(=O)CN2C(=O)S/C(=C\c3ccccn3)C2=O)cc1,-6%
COc1ccccc1OCC(=O)Nc1ccc(N2CCCCC2)cc1,1%
C=CCN(CC=C)C(=O)c1cccc(S(=O)(=O)N2c3ccccc3CC2C)c1 (stereo unspecified),1%[57.5 µM]
S=c1nc(-c2csc3c2CCCC3)[nH][nH]1,-9%
O=S(=O)(Cc1ccccc1)Nc1ccc(Br)cn1,-2%
COc1ccc(C(=O)/C(C#N)=N/Nc2ccccc2[N+](=O)[O-])cc1,?
COc1ccc(NC(=O)COC(=O)c2ccc(S(=O)(=O)N(C)c3ccccc3OC)cc2)cc1OC,-9%
O=C(Cc1ccc(Cl)cc1)N/N=C/c1cccs1,-10%
COc1ccc(CCNC(=O)CC2C(=O)NCCN2CC(C)(C)C)cc1 (stereo unspecified),8%
CC(=O)N1c2ccccc2C(C)=CC1(C)C,-8%[57.5 µM]
COc1ccc(NS(=O)(=O)c2cccc(-c3n[nH]c(=S)n3Cc3ccccc3)c2)cc1,-2%
CCCCCNCc1ccc(Cl)cc1,3%
Cc1ccc(N(CC(=O)NCc2ccc(F)cc2)C(=O)c2csnn2)cc1C,34%

# Laid out differently: results already given
Structure | ERK EGF inh
COc1ccc(NC(=O)COC(=O)c2ccc(S(=O)(=O)N(C)c3ccccc3OC)cc2)cc1OC | -9%
Cc1ccc(NC(=O)CN2C(=O)S/C(=C\c3ccccn3)C2=O)cc1 | -6%

# 4 entries from above, field by field.
Cc1cc(C(=O)N/N=C2\CC(=O)c3ccccc32)c(C)n1-c1ccc(F)cc1
  ERK EGF inh: -2%[57.5 µM]

CC(=O)N1c2ccccc2C(C)=CC1(C)C
  ERK EGF inh: -8%[57.5 µM]

Cc1cc(C)c(NC(=S)N2CCCC2C(=O)O)c(C)c1 (stereo unspecified)
  ERK EGF inh: 6%

COc1ccc(CCNC(=O)CC2C(=O)NCCN2CC(C)(C)C)cc1 (stereo unspecified)
  ERK EGF inh: 8%

# An excerpt from above in order of SMILES length, lowest first:
SMILES,ERK EGF inh
CC(C)C(=O)N=c1sc2cccc(F)c2n1C,4%[57.5 µM]
Cc1ccc(C)c(SCC(=O)Nc2cccnc2Cl)c1,-5%
COc1ccc(C(=O)COC(=O)CCC(=O)c2cccs2)cc1,-6%
Cc1cc(C)nc(-n2cc(C(=O)c3cc(F)ccc3O)cn2)n1,6%
Cc1ccc(N(CC(=O)NCc2ccc(F)cc2)C(=O)c2csnn2)cc1C,34%
CCNc1ccc(C(=O)OCC(=O)c2cc(C)n(Cc3ccc4c(c3)OCO4)c2C)cc1[N+](=O)[O-],6%

# (continued)
SMILES,ERK EGF inh
COc1cc(/C=C2/CCc3ccccc3C2=O)cc(OC)c1OC,0%
CC(C)(C)CC(C)(C)NC(=S)N1CCN(Cc2ccc3c(c2)OCO3)CC1,-5%
COc1cc2c(cc1NC(=O)C(C)Sc1nc3ccccc3n1C)oc1ccccc12 (stereo unspecified),-9%
COc1ccccc1CN1CCCC2(CCNCC2)C1,6%
c1ccc(-c2n[nH]c(-c3ccccn3)n2)nc1,-13%[57.5 µM]
CN(C)c1ccc(/C=C/C(=O)c2cc(Cl)ccc2O)cc1,14µM*
CCOc1ccc(Nc2nc3ccccc3n3cnnc23)cc1,9%[57.5 µM]
CC(C)NCC(O)c1ccc2ccccc2c1 (stereo unspecified),7%
CCN(Cc1nc2ccccc2c(=O)[nH]1)Cc1nc2ccsc2c(=O)[nH]1,8%
S=C1N(c2ccccc2)CN(C2CCCCC2)CN1c1ccccc1,-3%[57.5 µM]
Nc1nc(NCc2ccco2)nc(NC2CCCCC2)c1[N+](=O)[O-],10%[57.5 µM]
CCCNC(=O)/C=C/c1ccc(C(C)C)cc1,4%
COc1cccc(CNc2nc(SC)ncc2CO)c1,10%
Cc1ccc(-c2cnco2)cc1,-11%[57.5 µM]
CCCCC/C=C\C/C=C\CCCCCCCC(=O)NCCCC(=O)O,7%
Cc1ccc(NC(=O)c2ccccc2NC(=O)Cc2ccccc2)cc1,4%
O=C1CN(C(=O)CSc2nc3ccccc3c(=O)n2CC2CCCO2)c2ccccc2N1 (stereo unspecified),3%
Cc1[nH]n(-c2ccccc2)c(=O)c1/C=N/N(C)c1ccccc1,-2%
CC(C)/C=N/NC(=O)c1ccc(Cl)cc1,5%
Oc1ccccc1/C=N/[n+]1ccccc1,10%[57.5 µM]

# Next section; it opens with the two that closed the last part.
SMILES,ERK EGF inh
CC(C)/C=N/NC(=O)c1ccc(Cl)cc1,5%
Oc1ccccc1/C=N/[n+]1ccccc1,10%[57.5 µM]
O=S(=O)(c1ccccc1)c1nc(NCc2cccnc2)sc1Cl,-4%
CC(C)N(Cc1ccccc1)C(=S)Nc1ccccc1F,-7%[57.5 µM]
Cc1ccc(-n2ncc3c(SCc4cccc(C)c4)ncnc32)cc1,?
CCN(CC)C(=O)c1ccc(-c2ccccc2)cc1,7%
O=C(N/C(=C/c1cccnc1)C(=O)N1CCOCC1)c1ccco1,-3%
Cc1c(-n2c(-c3ccccc3)nc3ccccc3c2=O)c(=O)n(-c2ccccc2)n1C,0%
COc1ccc(OC)c(NC(=S)NCCCN2CCOCC2)c1,2%
Oc1cccc(C(O)CNCc2ccc(-c3ccccc3)cc2)c1 (stereo unspecified),-7%
COc1cccc(NC(=S)N(Cc2ccc(C)cc2)Cc2ccccn2)c1,0%
Cc1cc(C)n2nc(C(=O)N3CCN(Cc4ccc5c(c4)OCO5)CC3)nc2n1,-13%
CC(=O)Nc1cc2cc(NS(=O)(=O)c3ccc(C)cc3)ccc2oc1=O,2%[57.5 µM]
C/C(N)=C(/C#N)C(=O)CSc1nnc(Nc2cccc(C)c2)s1,0%
CCn1c(=O)c(=O)[nH]c2cc(C(=O)N3CCN(Cc4ccc5c(c4)OCO5)CC3)ccc21,-5%
Cc1cc2cc(CNS(=O)(=O)N(C)C)ccc2[nH]1,-1%
CCOC(=O)c1c(NC(=O)Nc2ccc(C)cc2)sc2c1CCN(C)C2,-7%[57.5 µM]
Cc1ccccc1NC1=NCC(c2ccc([N+](=O)[O-])cc2)S1 (stereo unspecified),-2%
Cc1ccc(C(=O)Nc2ccc([N+](=O)[O-])cn2)o1,7%
O=C(CN1C(=O)c2ccccc2C1=O)N1CCN(C2c3ccccc3-c3ccccc32)CC1,0%
O=C(Nc1ccccc1)N1CCN(Cc2ccc(Cl)cc2)CC1,-27%
CCOc1ccc(C(=O)Oc2ccc(NC(C)=O)cc2)cc1,-4%
COc1ccc2nc(N3C(=O)CC(Cc4ccc(C)cc4)C3=O)sc2c1 (stereo unspecified),3%
NS(=O)(=O)c1ccc(CCNC(=O)c2cc(-c3ccc(Br)cc3)nc3ccccc23)cc1,4%
CN(C)CCOC(=O)/C(=C/c1cn(C)c2ccccc12)NC(=O)c1ccccc1,4%[57.5 µM]
CSc1n[nH]c(=O)n1-c1ccc(Cl)cc1,26%[57.5 µM]
COc1cc([N+](=O)[O-])ccc1NC(=O)Cc1ccccc1,7%
O=C(NNc1ccccc1)C(=O)N1CCCCC1,-4%
COc1cc(N2C(=O)c3ccccc3C2=O)c(Cl)cc1C(=O)OCC(=O)N1CCOCC1,-7%
Cc1ccc(N2CCN(S(=O)(=O)N3CCCCC3)CC2)c(C)c1,2%
COc1ccc(CC(=O)N2CCN=C2SCc2ccc([N+](=O)[O-])cc2)cc1,9%
CCN(CC(=O)Nc1ccc([N+](=O)[O-])cc1OC)CC(=O)NC(C)(C)C,8%
CCOC(=O)c1c(NC(=O)C2=C(C)NC(=S)NC2c2ccc(F)cc2)sc(C)c1C (stereo unspecified),0%
O=C1CN(c2cc(Cl)cc(Cl)c2)C(=O)CN1/N=C/c1cccnc1,3%[57.5 µM]
Cc1c(NC2=NC(C)(C)Cc3ccccc32)c(=O)n(-c2ccccc2)n1C,5%
O=C(CSc1nc(O)cc(=O)n1-c1ccccc1)Nc1ccc2c3c(cccc13)CC2,3%
c1csc(C2CCCN2c2nc3nonc3nc2NC2CC2)n1 (stereo unspecified),6%
O=C(COc1ccc(C2SCCS2)cc1)Nc1ccc(Cl)cc1,-1%[57.5 µM]
CCOC(=O)N1CCN(CC(O)c2ccccc2)CC1 (stereo unspecified),-6%
CC(=O)Nc1ccc2nc(CN3CCN(Cc4ccc(F)cc4)C(CCO)C3)ccc2c1 (stereo unspecified),8%
CCc1ccccc1NC(=O)c1cc(-c2ccc(F)cc2)on1,-2%
CN(C)/C=C1/C(=O)N(c2ccc([N+](=O)[O-])cc2)N=C1c1ccccc1,-6%
COc1ccccc1N1CCN(C(=O)c2c(C)noc2C)CC1,-3%[57.5 µM]
C[C@@H]1C[C@](C)(C(=O)c2ccco2)C=C1c1ccco1,-1%
CC1CCN(c2ccc(C(=O)NCc3ccco3)cc2[N+](=O)[O-])CC1,?
CC1CCCN(C2=C(NS(=O)(=O)c3ccc(Cl)cc3)C(=O)c3ccccc3C2=O)C1 (stereo unspecified),10µM*
Cc1ccc2c(c1C)NC(=O)CC(c1ccccc1O)=N2,4%[57.5 µM]
COc1ccc(CN2CN(C3CCCC3)CSC2=S)cc1,3%
CCOc1cc(/C=N\NC(=O)Cn2nnc3ccccc32)ccc1O,0%
O=C(Nc1ccc(F)c(Cl)c1)Nc1csc2ccccc12,11%[57.5 µM]
O=[N+]([O-])c1cc([N+](=O)[O-])c2c(=Nc3ccccc3)n(-c3ccccc3)n(O)c2c1,?
Cc1cc2c(=O)[nH]c(Cc3ccccc3)nc2s1,2%
CCSc1ccc2nnc(-c3cccs3)n2n1,-2%
O=[N+]([O-])c1ccc(-n2nnnc2CN2CCOCC2)cc1,3%
Cc1ccc(-c2nc3ncccn3c2Nc2ccccc2C)o1,-1%
C=CCc1cccc([C@@H]2[C@@H](C)CC[C@H]3C(=O)N4[C@@H](c5cc(OC)c(OC)c(OC)c5)c5[nH]c6ccccc6c5C[C@H]4C(=O)N23)c1,3%
CCCCOc1ccc(C(=O)N/C(=C/C=C/c2ccccc2)C(=O)NC)cc1,-10%
CCc1ccc(-c2cc(C(=O)NCCCn3ccnc3)c3ccccc3n2)s1,-2%
O=C(O)C1CCC(NSc2ccccc2[N+](=O)[O-])CC1 (stereo unspecified),-4%[57.5 µM]
COC(=O)C1=C(C)N(Cc2ccco2)C(=O)N[C@@H]1c1cccc(C(F)(F)F)c1,-3%&2%
Cc1cccc(NC(=O)CSc2nc3c([nH]c4ccccc43)c(=O)n2C)c1,-2%
COc1cc([N+](=O)[O-])ccc1NC(=O)C[n+]1cccc(C(C)=O)c1,0%

# The list goes on:
SMILES,ERK EGF inh
CCOc1cc(NS(=O)(=O)c2ccc(OC)cc2)c(OCC)cc1NC(=O)c1ccco1,4%
CCOc1cccc(-c2nnc3n2N=C(c2cc(OC)ccc2OC)CS3)c1,3%
O=C(Nc1ccc(N2CCOCC2)c([N+](=O)[O-])c1)c1ccco1,-3%
O=C(N/N=C/c1ccc(-c2ccccc2)o1)c1ccccc1O,?
O=C(COc1ccccc1)NC1CCCc2ccccc21 (stereo unspecified),-1%
COc1ccc(CC(=O)OC2CCCN(C)C2)cc1 (stereo unspecified),-6%
COc1ccc(C(=O)/C=C2\Sc3ccccc3N2C)cc1,4%
COC(=O)Cc1[nH]nc2c1C(c1cc(OC)c(OC)c(OC)c1)C(C#N)=C(N)O2 (stereo unspecified),-2%[57.5 µM]

# Compound activity: PubChem, National Center for Advancing Translational Sciences (NCATS)
